# SENP8 block-1 = blocks human SENP8 cleavage of Nedd8 substrate | Q96LD8 | recombinant SENP8, Nedd8 substrate fluorescence | inhibition, % at 20 µM | actives 0.64% (n = 360,000) | AID 602440; in the data active means inhibition mostly above about 40%, no sharp cut-off; inactive means mostly below about 27%
# SENP1 FRET inh = SENP1 (human) catalytic domain inhibition | Q9P0U3 | recombinant SENP1 catalytic domain, CyPet-SUMO1-YPet FRET cleavage | inhibition, % at 10 µM | actives 0.21% (n = 360,000) | AID 624204;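 active means inhibition at least 30% at 10 µM, raw YFP signal under a set limit, fluorescence ratio 0.5 to 1.5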;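 further: 0% = enzyme with DMSO and 100% = no enzyme wells; some results filed as inactive read as strong as hits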
#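 Test system: human SENP1 catalytic domain; medium: Tris pH 8 buffer plus EDTA, NaCl, BME, BSA, NP40, catalase; incubation: 50 min reaction at room temperature; technique: FRET, CFP and YFP emission; controls: no-enzyme low control and enzyme-plus-DMSO high control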
# PfG6PD inh = PfG6PD (Plasmodium falciparum) enzyme inhibition | actives 0.78% (n = 350,000) | inhibition, % at 20 µM | AID 504690 | PfGluPho enzyme, NADPH resazurin-diaphorase fluorescence;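 active means inhibition reaching at least a set limit at 20 µM in the primary screen, cut at about 59% in these data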;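 further: 0% = DMSO wells with substrate and 100% = DMSO wells lacking glucose-6-phosphate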
# SENP7 block = inhibitors of human SENP7 protease; Q9BQF6; recombinant SENP7, Z-RLRGG-aminoluciferin luminescence, 40 min; actives 1.5% (n = 330,000); inhibition, % at 5 µM;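 active means inhibition above about 50% at the single test dose, limit read from the data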;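 further: plate controls were DMSO with enzyme for no effect and no enzyme buffer wells for full effect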
# UBC13 polyUb = inhibitors of human UBC13 polyubiquitin chain formation | inhibition, % at 20 µM | actives 0.47% (n = 330,000) | AID 485273 | TR-FRET | P61088; in the data active means inhibition above about 45%, passing the limit was not always enough
# SENP6 block = SENP6 protease inhibition; Q9GZR1; Recombinant SENP6 catalytic domain, aminoluciferin luminescence; inhibition, % at 10 µM; actives 1.8% (n = 330,000); AID 2599;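 active means inhibition above about 50% at the single tested dose, limit read from the data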;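 further: plate controls were DMSO wells with enzyme for no effect and DMSO wells lacking enzyme for full effect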
# HKDC1 inh = blocks human hexokinase HKDC1 activity; inhibition, % at 20 µM; actives 0.16% (n = 340,000); recombinant HKDC1, G6PDH/diaphorase resazurin coupled fluorescence; Q2TB90;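 active means inhibition above about 35% when tested at 20 µM, limit read from the data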;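 further: plate controls were DMSO wells with enzyme for no effect and DMSO wells lacking enzyme for full effect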
#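 Assay system – recombinant HKDC1 (HK5) hexokinase enzyme, produced in-house · Input – HKDC1 at 5 µg/mL · Reagent – glucose plus 1 mM ATP as hexokinase substrates · Timing – 90 min reaction incubation at room temperature, dark · Measured by – G6PDH/diaphorase-coupled fluorescence, 1 mM NADP, 100 µM resazurin, 525/613 nm · Benchmarks – DMSO-enzyme wells negative, buffer-substituted wells positive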
# beta cell repl = induces beta-cell replication in MIN6 cells; AID 2380; actives 0.29% (n = 330,000); proliferation, % at 10 µM; MIN6 cells proliferation, ATPlite luminescence, 48 h; cells starved in 0.2% serum; 100% = growth in 10% serum;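 active means compounds whose signal lies at least 3.5 SD above the mean of all wells on their plate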;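 further: 0% = DMSO-treated cells in low-serum medium and 100% = 10% serum control; some compounds called inactive have numbers as strong as hits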
# SENP8 block-2 = blocks the human protease SENP8 | Q96LD8 | purified SENP8, Z-RLRGG-aminoluciferin cleavage, luminescence | inhibition, % at 10 µM | actives 1.2% (n = 330,000) | AID 2540; in the data active means inhibition above about 50%
# Active calls of the source: *; . = not tested or not shown. This is a random part of the collection; overall some 4% were active at least once.
SMILES,SENP8 block-1,SENP1 FRET inh,PfG6PD inh,SENP7 block,UBC13 polyUb,SENP6 block,HKDC1 inh,beta cell repl,SENP8 block-2
O=C1c2cccc3cccc(c23)N1Cc1ccc(F)cc1,-352,-28,-3,6,83*,-5,-2,0,8
Cc1ccc(-c2nc(N3CCN(C)CC3)c3ccccc3n2)cc1,-3,-1,5,4,3,-4,-2,-4,-5
Cc1ccc(NC(=O)CSc2nc3ccccc3c3nc(CCc4c(C)n[nH]c4C)nn23)cc1F,-3,2,6,-8,-14,-5,1,-6,-9
O=C(c1cc2c(=O)n3ccccc3nc2s1)N1CCOCC1,-309,-19,12,8,19,-2,-6,2,7
CC(C)CC(=O)Nc1ccc(S(=O)(=O)NCc2ccco2)cc1,0,-2,10,-1,2,5,0,1,3
COC(=O)c1ccc(C(=O)OC)c(NC(=O)CN2CCN(c3ccc(OC)cc3)CC2)c1,-4,-2,20,1,-7,3,4,-1,5
CCn1c(=O)cc(NC2=NCC(C)CN2c2cccc(Cl)c2)n(C)c1=O (stereo not given),14,0,6,-1,10,1,2,1,1
CCOC(=O)C1=NN(c2ccccc2C)C2=NC(C)=C(C(=O)OC)C(c3cccs3)N12 (stereo not given),19,-3,6,3,0,1,4,-2,2
O=C(Nc1ccccc1C(=O)Nc1ccccc1)c1ccco1,-24,2,6,7,4,-6,4,-1,4
COc1cccc(-c2csc(N3CCN(C(=O)Nc4ccccc4Cl)CC3)n2)c1,5,-2,6,2,16,-13,-6,-5,-6
N#Cc1ccc(OS(=O)(=O)c2ccc(-c3ccon3)s2)cc1,5,2,16,.,.,.,3,.,.
CCOC(=O)c1ccc(-n2c(CN3CCC(C(N)=O)CC3)nc3ccc([N+](=O)[O-])cc3c2=O)cc1,13,1,43,0,-2,17,-2,-1,4
Oc1ccc(Nc2nc(-c3cccs3)cs2)cc1,-303,-16,1,-2,12,0,-17,-1,-19
CCn1c(COc2ccc(Cl)cc2)nnc1SCc1ccc(C#N)cc1,28,1,1,0,5,0,-2,-3,2
O=C(COC(=O)C1CC(O)CN1S(=O)(=O)c1ccccc1[N+](=O)[O-])c1ccc[nH]1 (stereo not given),-18,-18,-15,11,-12,22,-2,-3,8
Cc1ccccc1C(=O)NCCc1nnc(SCC(=O)Nc2nc(-c3ccccc3)cs2)n1C,2,0,1,-4,1,-3,-4,-1,5
OC(COC(c1ccc(Cl)cc1)c1ccc(Cl)cc1)CN1CCN(c2ccccn2)CC1 (stereo not given),21,-1,28,-4,4,7,1,-6,2
Cc1nn(CC(=O)NCc2ccc(C(=O)O)cc2)c(C)c1[N+](=O)[O-],3,-3,-11,3,-2,-6,-2,2,-4
Cc1oc(/N=C/c2ccccc2O)c(C#N)c1C,-8,-10,-11,-4,7,6,-4,1,-10
CCn1c(=O)cc(SCC(=O)N2CCC(C)CC2)c2ccccc21,-16,0,10,-2,16,-21,-3,-2,-2
CCC(C)NC(=O)c1cc(Cl)ccc1OC (stereo not given),24,2,12,-21,-1,-19,-12,0,-11
CCC(C)[C@H]1CNCCN1CC1(c2ccccc2)CC1 (stereo not given in full),7,-1,2,-8,-3,1,-5,-3,-3
Cc1cccc(NC(=S)N2CCC(O)CC2)c1C,1,6,3,-5,0,-11,7,-2,-6
CCC(C)(C)NC(=O)C(c1ccc(F)cc1)N(Cc1ccco1)C(=O)CCC(=O)Nc1ccccn1 (stereo not given),19,-2,7,-15,-9,-4,-6,-1,-8
O=C1OCCN1C(=O)[C@H]1[C@H](c2ccc(F)cc2)C(c2cccc(Cl)c2)=NN1c1ccccc1,-394,-26,26,-15,.,.,0,.,.
COc1ccc(C(C(=O)NCC2CCCO2)N(C(=O)Cn2nnc3ccccc32)c2ccccc2C(C)=O)cc1OC (stereo not given),1,2,7,7,6,-14,-6,-3,7
Cc1cccc(C)c1N1C(=O)c2cccc([N+](=O)[O-])c2C1=O,18,1,4,11,4,2,8,1,1
COc1ccc(NC(=O)c2onc(C)c2Cl)cc1,18,1,15,2,-7,3,-6,-1,-3
CN(C)S(=O)(=O)c1cccc(NC(=O)COC(=O)/C=C/c2ccc3c(c2)OCO3)c1,-358,4,12,5,8,-28,-1,-4,6
Cn1c(=O)c2c(SCC(=O)N3CCN(c4ccccc4)CC3)nc(C3CC3)nc2n(C)c1=O,29,0,2,-1,63*,-10,8,-3,-8

# Quoted at random: five entries already listed.
SMILES,SENP8 block-1,SENP1 FRET inh,PfG6PD inh,SENP7 block,UBC13 polyUb,SENP6 block,HKDC1 inh,beta cell repl,SENP8 block-2
Cn1c(=O)c2c(SCC(=O)N3CCN(c4ccccc4)CC3)nc(C3CC3)nc2n(C)c1=O,29,0,2,-1,63*,-10,8,-3,-8
O=C1OCCN1C(=O)[C@H]1[C@H](c2ccc(F)cc2)C(c2cccc(Cl)c2)=NN1c1ccccc1,-394,-26,26,-15,.,.,0,.,.
COc1ccc(C(C(=O)NCC2CCCO2)N(C(=O)Cn2nnc3ccccc32)c2ccccc2C(C)=O)cc1OC (stereo not given),1,2,7,7,6,-14,-6,-3,7
CCC(C)NC(=O)c1cc(Cl)ccc1OC (stereo not given),24,2,12,-21,-1,-19,-12,0,-11
COc1ccc(NC(=O)c2onc(C)c2Cl)cc1,18,1,15,2,-7,3,-6,-1,-3

# (continued)
SMILES,SENP8 block-1,SENP1 FRET inh,PfG6PD inh,SENP7 block,UBC13 polyUb,SENP6 block,HKDC1 inh,beta cell repl,SENP8 block-2
Cc1c(NC(=O)C2CCCCN2S(=O)(=O)c2ccc(Cl)cc2)c(=O)n(-c2ccccc2)n1C (stereo not given),16,-2,-7,-7,-10,-1,-3,-3,4
CC(C)OCCCNc1ncc2c(n1)CC(c1cccs1)CC2=O (stereo not given),13,0,5,8,3,11,12,3,-1
O=C(/C=C/c1ccccc1)NNC1=NS(=O)(=O)c2ccccc21,12,1,-39,0,-17,-8,-8,-2,0
CS(=O)(=O)c1ccc(Cl)c(NC(=O)COC(=O)c2ccc(F)cc2Cl)c1,1,2,-7,-4,-2,-6,-5,2,8
COc1cc2cc(CN(CCN3CCCC3)C(=O)Nc3ccc(F)cc3)c(=O)[nH]c2cc1OC,-400,-12,15,-2,10,-6,1,-1,-9
Oc1ccc(-c2onc3ccc(Cl)cc23)cc1,5,63,8,-6,-1,-2,-4,-1,-8
COc1cc(OC)cc(C(=O)NCCSc2c[nH]c3ccccc23)c1,28,1,17,1,5,-5,1,0,3
CCOC(=O)c1c(C)[nH]c(C(=O)COC(=O)CNS(=O)(=O)c2ccc(C)cc2)c1C,8,0,9,5,4,0,-2,1,7
CC(=O)c1c(C)[nH]c(C(=O)OCC(=O)Nc2ncc(Cl)c(C)c2Cl)c1C,-16,-2,14,-8,-5,-4,10,-1,-5
Cc1ccc(Cn2nnc3c(=O)n(CC(=O)N4CCN(c5ccccc5)CC4)cnc32)cc1,7,-3,2,-3,10,-5,-6,-3,-9
CSCC[C@H](NC(=O)[C@@H]1Cc2ccccc2CN1)C(=O)Nc1cccc(C)c1,9,3,-6,-17,-6,17,-1,1,0
CN1C2CCC1CC(OC(=O)C(CO)c1ccccc1)C2 (stereo not given),4,1,-5,-5,3,1,-2,2,-1
COc1ccc(O)c(/C=C(\C#N)C(=O)Nc2ccccn2)c1,-274,-38,8,8,2,5,0,0,7
CCN(CC)S(=O)(=O)c1ccc(N2CCOCC2)c(NC(=O)CCC2CCCCC2)c1,11,0,21,4,-12,5,-9,-2,1
Cc1cc(C)n(CCCO)c(=O)c1C#N,-6,4,0,4,-4,-8,3,-1,5
CN(C)CCNc1cnn(-c2ccccc2)c(=O)c1Cl,5,1,-13,0,10,2,2,-2,-4
Cc1ccc(NC(=O)Cn2cnc3c(NCc4ccccc4)ncnc32)cc1C,7,1,-6,6,.,.,-2,.,.
CO/N=C/c1ccc(OC)c(Oc2nc(OC)cc(OC)n2)c1,13,1,-10,7,13,9,-2,-3,2
COc1cc(C2C(C#N)=C(N)OC3=C2C(=O)CCC3)cc(OC)c1OC(=O)N1CCOCC1 (stereo not given),10,-1,1,11,2,-6,-7,0,-4
CSc1ncc(C(=O)NCCCc2ccccc2)c(C)n1,-25,-4,-9,6,-4,4,-3,-1,0
c1ccc(-c2nnc3sc(-c4cc5ccccc5o4)nn23)cc1,-29,1,3,-2,-2,-19,8,0,-9
CN1CCN(c2ccc(NC(=O)c3ccccc3)cc2)CC1,14,1,3,14,5,35,-7,-1,17
O=C(NCc1ccccn1)C1CCN(S(=O)(=O)c2cnc[nH]2)CC1,10,1,3,10,11,-17,-3,-1,-2
COc1ccc(N(C)S(=O)(=O)c2cccc(C(=O)NC3CCCCC3C)c2)cc1 (stereo not given),-1,3,-4,5,1,-11,-2,3,7
COC(=O)C1=C(N)Oc2cc(C)n(CCCn3ccnc3)c(=O)c2C1c1cccc(Cl)c1 (stereo not given),15,2,-21,9,16,3,-6,-4,0
CC1CC1C(=O)N(C)CC(=O)Nc1cccc(F)c1 (stereo not given),12,3,-3,-6,2,-4,-1,-1,1
CC(C)C(=O)NC(CC(=O)O)c1ccccc1 (stereo not given),25,1,-3,4,6,15,-10,-1,9
CC(C)CCNC(=O)C1(O)c2ccccc2NC(=O)N1c1ccc(Cl)cc1 (stereo not given),12,3,3,-12,2,-15,-5,2,-2
CC(C)c1nc2cc(C(=O)N(C)Cc3ccc(F)cc3)ccc2o1,-1,-1,-5,6,-2,-12,-1,0,-11
COc1ccccc1-n1c(SCC(=O)Nc2ccc(NC(C)=O)cc2)nc2c([nH]c3ccccc32)c1=O,-49,2,-4,-11,-1,-10,-3,-5,-1
CC(C)Oc1ccc(C(CC(=O)O)NC(=O)C(Sc2ccccc2)c2ccccc2)cc1 (stereo not given),10,1,-16,5,-7,1,-7,-2,-5
COc1ccc(/C=N/n2cncn2)cc1Cn1cc([N+](=O)[O-])cn1,19,4,6,-12,-4,-17,-4,0,-10
O=C(O)C1SCCN1S(=O)(=O)c1ccc(N=NN2CCOCC2)cc1 (stereo not given),16,-5,-28,-6,-5,5,-6,-1,-1
Cc1ccc(NS(=O)(=O)c2ccc3c(c2)oc(=O)n3C)c(C)c1,12,1,-14,-3,-3,-11,4,1,-6
COc1ccc(NC(=O)C2CCCN(S(=O)(=O)c3cccc4nonc34)C2)cc1OC (stereo not given),3,3,5,1,-6,3,-7,0,0
O=C(CN(C(=O)CCC(=O)Nc1nccs1)c1ccc(F)cc1)NCc1ccc2c(c1)OCO2,2,8,13,-12,-2,-14,0,0,-8
COc1cccc2cc(S(=O)(=O)c3ccccc3)c(=Nc3ccc4c(c3)OCCO4)oc12,28,0,7,0,-16,-16,-8,0,0
O=C(Nc1ccc2c(c1)OCCO2)C1CCCN1S(=O)(=O)c1ccc(Cl)cc1 (stereo not given),38,2,0,-2,4,8,-1,3,-3
O=c1cc(C(F)(F)F)nc(-c2cccnc2)[nH]1,7,0,-7,-2,6,5,-10,0,13
COc1cccc2cc(-c3ccccc3)c(=O)oc12,-74,1,19,75*,5,42,3,-2,66*
Cc1ccc(CSCC(=O)NCc2cccnc2)cc1,8,2,-12,-4,-6,-15,-6,0,-9

# High-throughput results: PubChem BioAssay, Sanford-Burnham Center for Chemical Genomics
